# Screening data: PubChem, several laboratories
# RBBP9 inhibitor = inhibitors of human serine hydrolase RBBP9 | 220,000 tested, 0.2% active | O75884 | recombinant RBBP9, FP-Rh probe fluorescence polarization | inhibition, % at 7.94 µM;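 active = inhibition above the campaign mean of all tested compounds plus 3 SD, cut at about 14% in these data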;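 note: plate controls were DMSO wells with RBBP9 for no effect and wells lacking RBBP9 protein for full effect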
#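 Assay system: recombinant human RBBP9; Reagent: Serine-hydrolase probe FP-Rh, 375 nM pre-mixing; Doses: 7.94 µM single dose, 0.794% DMSO; Incubation: 30 min then 45 min, 25 °C; Detection: fluorescence polarization (mP), excitation 525 nm, emission 598 nm; Evaluation: percent inhibition from mP, scaled between DMSO and no-protein wells.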
# EBV gp42 block = blocks Epstein-Barr virus glycoprotein 42 binding; Q1HVG2; Fluorescence polarization binding assay, mP read-out; inhibition, % (tested at 21.74 µM); 220,000 tested, 0.42% active; AID 1085; in the data active = inhibition above about 50%
# Target sequence (Q1HVG2 whole entry, looked up): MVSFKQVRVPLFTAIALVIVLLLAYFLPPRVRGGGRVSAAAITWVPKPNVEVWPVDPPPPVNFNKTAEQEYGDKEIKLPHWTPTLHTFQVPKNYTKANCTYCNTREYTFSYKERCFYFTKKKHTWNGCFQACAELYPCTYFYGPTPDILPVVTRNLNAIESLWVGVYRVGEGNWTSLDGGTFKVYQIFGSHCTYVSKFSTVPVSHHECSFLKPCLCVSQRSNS
# Tb hexokinase = T. brucei hexokinase 1 inhibition; 220,000 tested, 0.11% active; recombinant TbHK1, G6PDH-coupled NADH A340; inhibition, % at 10 µM;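 active = inhibition of 50% or more in the single-dose primary screen; inactive = inhibition below 50%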
# p47phox inh = inhibitors of human p47phox binding; p47phox/p22phox peptide binding, fluorescence polarization, 2 h; inhibition, % at 24.7 µM; 220,000 tested, 0.53% active; AID 1274;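 active = inhibition above about 30%, limit read from the data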;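 note: 0% = p47phox with labelled peptide and 100% = labelled peptide alone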
# m-calpain inh = blocks pig calpain II enzyme activity; purified calpain II, fluorogenic peptide substrate, 30 min; inhibition, % at 16 µM; 220,000 tested, 0.37% active;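 active = inhibition above about 50%, limit read from the data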
# Runt-CBFb FRET = inhibitors of human RUNX1 Runt domain binding to CBFb | Q01196+Q13951 | Cerulean-Runt/Venus-CBFb FRET ratio 530/480, 1 h | inhibition, % at 20 µM | 220,000 tested, 0.46% active | AID 1496;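 active = inhibition over about 50% at 20 µM in the single-dose screen, limit read from the data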;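 note: 0% = DMSO wells and 100% = excess unlabeled CBFb competitor control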
#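 System: Cerulean-labeled Runt domain protein | Quantity: 100 nM of each labeled protein | Schedule: 1 h compound exposure, room temperature | Detection: Fluorescence energy transfer, 422 nm excitation, 530/480 nm emission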
# Runt-SMMHC FRET = blocks binding of human RUNX1 Runt domain to CBFb-SMMHC | Q01196+Q13951 | inhibition, % at 20 µM | 220,000 tested, 0.74% active | Cerulean-Runt/Venus-CBFb-SMMHC FRET ratio 530/480, 1 h | AID 1434;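 active = mean inhibition across duplicate retests at 20 µM reaching about 50%, limit read from the data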;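 note: 0% = DMSO wells and 100% = wells with excess untagged CBFb-SMMHC; inhibitors lower the FRET ratio by blocking Runt binding to CBFb-SMMHC; some results filed as inactive read as strong as hits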
# Furin inh = inhibitors of human furin; P09958; purified furin, fluorogenic substrate cleavage; inhibition, % at 30 µM; 220,000 tested, 0.061% active; AID 463115; in the data active = inhibition above about 25%; note: inactives centre near -15
# p97 ATPase inh = inhibitors of human p97 ATPase | recombinant p97 ATPase, Kinase-Glo ATP luminescence, 3 h | inhibition, % at 8 µM | 220,000 tested, 0.42% active | AID 1481; in the data active = inhibition above about 15%;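 note: 0% = DMSO vehicle and 100% = wells lacking enzyme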
# Target sequence (P55072 whole entry, looked up): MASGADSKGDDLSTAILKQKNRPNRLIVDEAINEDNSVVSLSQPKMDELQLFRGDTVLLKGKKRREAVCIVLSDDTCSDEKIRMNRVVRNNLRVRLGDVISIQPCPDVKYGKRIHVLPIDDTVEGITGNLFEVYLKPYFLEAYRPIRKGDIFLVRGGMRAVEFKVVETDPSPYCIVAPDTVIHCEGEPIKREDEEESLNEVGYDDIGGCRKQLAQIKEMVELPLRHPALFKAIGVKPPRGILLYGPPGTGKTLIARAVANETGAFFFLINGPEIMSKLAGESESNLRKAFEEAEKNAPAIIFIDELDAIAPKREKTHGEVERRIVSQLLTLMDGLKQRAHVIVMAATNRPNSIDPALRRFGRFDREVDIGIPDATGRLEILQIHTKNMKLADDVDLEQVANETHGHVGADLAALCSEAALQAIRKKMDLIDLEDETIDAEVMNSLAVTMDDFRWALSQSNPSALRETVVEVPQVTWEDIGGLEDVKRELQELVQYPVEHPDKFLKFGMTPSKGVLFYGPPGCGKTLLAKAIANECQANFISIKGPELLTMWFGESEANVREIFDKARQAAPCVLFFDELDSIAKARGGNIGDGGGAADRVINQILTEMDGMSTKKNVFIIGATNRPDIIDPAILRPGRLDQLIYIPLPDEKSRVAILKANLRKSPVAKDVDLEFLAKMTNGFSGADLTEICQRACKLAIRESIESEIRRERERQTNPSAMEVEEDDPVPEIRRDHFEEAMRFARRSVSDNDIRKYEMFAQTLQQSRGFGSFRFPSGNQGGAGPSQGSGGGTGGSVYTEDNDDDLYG
# * = called active by the depositor; i = inactive; · = no result given; [ ] = remark or other dose.
# Below each compound: RBBP9 inhibitor, EBV gp42 block, Tb hexokinase, p47phox inh, m-calpain inh, Runt-CBFb FRET, Runt-SMMHC FRET, Furin inh, p97 ATPase inh
COCCn1c(CNc2ccc(F)cc2)nnc1SCC(=O)Nc1ccc(OC)cc1OC
  5, 3, -6, -10, -26, 0, 3, -16[20 µM], -2
Cc1cccc(NC(=O)CCC(=O)NCCO)c1
  3, -17, 6, -13, -21, 1, 1, -22[20 µM], 5
Cn1c(N)c(C(=O)CSc2nc3ccccc3c(=O)n2Cc2ccccc2)c(=O)n(C)c1=O
  -5, -11, -18, -12, 5, 1, 9, -17, 7
Cc1cccn2c(=O)c3cc(C(=O)NCC4CCCO4)n(C)c3nc12 (centres undefined)
  -4, ·, -7, ·, ·, ·, ·, -15[20 µM], 1
COc1cc(-c2nc(-c3ccc(NC(=O)c4ccc5c(c4)OCO5)cc3)no2)cc(OC)c1OC
  -3, 0, -8, -1, -114, -1, -1, -9[20 µM], 2
COc1cccc(C(=O)Nc2c(F)cccc2F)c1
  1, -9, 7, ·, 0, 0, 0, -26, 0
CC(=O)NNc1nc(-c2ccc(C)cc2)cs1
  -1, -7, 3, -4, -30, 3, -1, -32, 4
O=C(N/N=C/c1cccs1)c1cc(-c2ccncc2)nc2ccccc12
  -6, -13, -20, -4, -13, -2, 0, -12, 8
O=C(CSCc1c(Cl)cccc1Cl)NCc1ccco1
  7, -1, 7, -6, -8, 0, -1, -19[20 µM], 2
COC(=O)C(NC(C)=O)(Nc1cccc(C)n1)C(F)(F)F (centres undefined)
  -7, -14, -2, -6, -11, 0, -1, -22, 6
c1ccc(-c2nc(-c3ccco3)n3ccccc23)cc1
  -8, 44, -7, -19, -257, 2, -12, -22, 8
Cc1cc2cc(C(c3nnnn3C3CCCC3)N(Cc3cccnc3)Cc3ccco3)c(=O)[nH]c2cc1C (centres undefined)
  -5, -31, -24, -57, -162, 7, -2, 10[20 µM], 1
O=C(Nc1ncc(Cc2cccc(Cl)c2)s1)c1ccc([N+](=O)[O-])cc1
  3, -13, -8, -12, 5, 0, 1, -17, 2
COC(=O)c1cc2c(s1)-c1ccc(OC)cc1CC2
  -4, -10, -29, 3, -326, 1, 0, -136, 1
CNC(=S)Nc1cc(C)ccc1OC(F)F
  6, -3, 4, ·, -14, 1, 0, -22, 3
Cn1c(SCC(=O)Nc2ccccc2[N+](=O)[O-])nnc1C(F)(F)F
  -6, 2, 1, 6, -4, -116, -1, -9, 0
COc1ccc(N2CCN(C(=O)C3CC(O)CN3S(=O)(=O)c3ccc([N+](=O)[O-])cc3)CC2)cc1 (centres undefined)
  -1, 0, 15, -7, -10, 1, 5, -9, 2
CN1CCN(CCCNC(=O)c2cc3c(=O)oc4ccccc4c3s2)CC1
  -2, -22, -75, 3, -7, 0, 2, -13, 1
Cn1c(-c2ccccc2)c[n+]2c1-c1ccccc1C2
  -11, -460, 4, -2, -12, 3, -1, -13, 3
C=C1N(c2ccc(Cl)cc2)C(=O)OC1(C)C
  0, -13, -1, -52, -14, 0, 0, -10[20 µM], 1

# Of the compounds above, 3 have an aryl thioether with sulfur outside any ring:
# Below each compound: RBBP9 inhibitor, EBV gp42 block, Tb hexokinase, p47phox inh, m-calpain inh, Runt-CBFb FRET, Runt-SMMHC FRET, Furin inh, p97 ATPase inh
COCCn1c(CNc2ccc(F)cc2)nnc1SCC(=O)Nc1ccc(OC)cc1OC
  5, 3, -6, -10, -26, 0, 3, -16[20 µM], -2
Cn1c(N)c(C(=O)CSc2nc3ccccc3c(=O)n2Cc2ccccc2)c(=O)n(C)c1=O
  -5, -11, -18, -12, 5, 1, 9, -17, 7
Cn1c(SCC(=O)Nc2ccccc2[N+](=O)[O-])nnc1C(F)(F)F
  -6, 2, 1, 6, -4, -116, -1, -9, 0

# Next structures:
# Below each compound: RBBP9 inhibitor, EBV gp42 block, Tb hexokinase, p47phox inh, m-calpain inh, Runt-CBFb FRET, Runt-SMMHC FRET, Furin inh, p97 ATPase inh
CCOc1ccc(C(=O)Nc2ccccc2NC(C)=O)cc1OCC
  -3, 5, -1, -11, 2, 2, -4, -17, 2
O=C(/C=C/c1ccccc1)C1=C(O)C(=O)N(CCO)C1c1cccc([N+](=O)[O-])c1 (centres undefined)
  -3, 4, -35, -7, 9, 1, 4, -5, 2
O=C1C2C(c3cccc(/C=C/c4ccccc4)c3)CC=CC2C(c2ccc(C(F)(F)F)cc2)N1Cc1ccccc1 (centres undefined)
  ·, -29, -14, -6, -34, 1, -5, -28, ·
CCN(CC(=O)Nc1c(F)cccc1F)C(=O)CCc1c[nH]c2ccccc12
  2, 4, -2, 1, -19, 0, -2, -17, 1
O=C(COC(=O)CNS(=O)(=O)c1c(Cl)cccc1Cl)Nc1cccnc1Cl
  -9, -9, -1, -11, -3, -1, -2, -14, 3
Cc1ccc(C(=O)c2sc3c(c2N)c(=O)[nH]c(=O)n3CCc2ccccc2)cc1
  -5, -44, -2, -59, -103, -4, -2, -17, 9
CC1=NN(C(=O)c2csc(C)c2C)C(O)(C(F)(F)F)C1 (centres undefined)
  -8, 2, 27, -14, 17, 3, -4, -24, 2
COc1ccc(CNC(=O)/C=C/c2ccco2)cc1OC
  -1, 0, 7, -8, 3, 7, -6, 9, -4
O=C(Nc1ccc2c(c1)OCO2)N1CCN(c2ccccc2)CC1
  0, -1, 1, -1, 1, 2, 3, -27, -2
CSc1ccccc1NC(=O)CSc1n[nH]c(N)n1
  1, -10, -2, 0, 1, -1, 2, -19, 4
CCc1nc2c(c(=O)[nH]1)C1(CCCC1)Cc1ccccc1-2
  -5, -15, 0, 7, -29, -3, -3, -15, -1
CCCn1c(-c2ccc(OC)cc2)nc2nc3ccccc3nc21
  4, -22, -28, -7, i, -1, 5, -21, 4
CCN(C(=O)c1cc2c(=O)[nH]c3ccc(C)cc3c2s1)c1ccc(F)cc1
  -10, 2, -15, -2, -24, -2, 0, -17, -10
CCCCC(=O)Nc1ccc2c(c1)nc(CCN1CCOCC1)n2C
  -2, -5, 3, -15, -6, 0, 4, -25, 3
Cc1nnc(SCC(=O)N2CCOCC2)n1C
  -7, -5, 2, -9, -35, 1, 1, -26, -1
CCC(C)(C)n1nnnc1C(c1cccnc1)N1CCC(Cc2ccccc2)CC1 (centres undefined)
  -2, 15, -2, -3, 29, ·, ·, -13, -2
COc1ccc(C(=O)CSc2nnc(-c3cc(C)on3)o2)cc1
  4, 21, 27, -19, -67, -1, -1, -8, 3
O=C(NCCCn1ccnc1)C(=O)NCC1OCCN1S(=O)(=O)c1ccc(Cl)cc1 (centres undefined)
  -4, -6, 1, 4, 12, 0, 2, -14, 3
N/N=C(\Cc1cscn1)c1ccc(O)cc1O
  -4, -11, -13, -7, 11, -148, -133, -16, 8
Cc1cc(NC(=O)CSc2n[nH]c(-c3cccs3)n2)no1
  9, -24, -2, -9, 1, 2, -2, -16[20 µM], 4
COc1cc(/C=N/NC(=O)COc2ccc(Cl)cc2)ccc1OS(=O)(=O)c1ccc(C)cc1
  -34, -9, -15, -1, -94, -1, 0, -6[20 µM], -3
CCc1nnc(NC(=O)CSc2nccn2-c2cccc(C)c2)s1
  -4, -8, 4, -13, -1, 1, 3, -23, 2
O=C(CNC(=S)N(Cc1ccc(F)cc1)C1CCCCC1)NCC1CCCO1 (centres undefined)
  1, -8, -5, -5, 8, 0, 2, -25, 2
NC(=O)COc1ccc(NC(=O)OCc2ccccc2)cc1
  -7, -15, 0, -12, -5, -1, -2, -14[20 µM], 3
Cc1c(O)cc2c(c1O)C(=O)CC(c1ccc(O)cc1)O2 (centres undefined)
  -6, 17, -9, -33, 10, 1, 0, -31, 8
COc1ccc(NC(=O)c2cc([N+](=O)[O-])ccc2N2CCN(C)CC2)cc1
  0, -15, -22, 4, 5, -1, 4, -12, 1
CC(=O)Nc1cccc(-c2csc(Nc3ncccn3)n2)c1
  -11, -13, 3, -11, 13, 5, 0, -20, -3
COC(=O)c1c(NC(=O)c2ccc(S(=O)(=O)N3CCOCC3)cc2)sc2c1CCN(C)C2
  -14, -10, -19, -7, 25, -2, 6, -8[20 µM], -9
O=C(Cn1cnc2ccccc21)N/N=C/c1cccs1
  -7, 3, -11, -12, 1, 2, -4, -19, 8
COc1cccc(C2=NN(S(C)(=O)=O)C(c3cccs3)C2)c1 (centres undefined)
  1, 9, 3, 2, 15, 0, -3, -14, 0
NS(=O)(=O)c1ccc(CCNc2ncnc3c2c(-c2ccccc2)cn3-c2ccc(F)cc2)cc1
  -7, -20, -4, -84, -91, -4, -4, -17[20 µM], 30*
O=C(O)c1ccc2c(c1)OCCCO2
  3, -12, -8, 4, 3, 3, -6, -21, 6
C/C(=N\NC(=O)c1ccoc1C)c1ccccc1
  -2, -9, -1, -5, 1, -1, 0, -20, -5
COc1cc(COCC(O)CN2CCOCC2)cc(OC)c1OC (centres undefined)
  -2, -6, 2, -12, 16, 2, -1, -7, 6
Brc1ccccc1-c1nnc(SCc2nc3ccccc3s2)o1
  -5, -46, 0, -138, 12, -2, 0, -14, -2
CCOCC(=O)Nc1cc(C)on1
  -4, -10, 2, -6, -7, ·, -1, -15, 0
O=C(OC1CCCCC1)c1ccc(NC(=O)c2ccco2)cc1
  -6, 10, 0, -21, 27, -2, -4, -23, 3
CCN(CC)S(=O)(=O)c1ccc2[nH]cc(C(=O)NCCCN3CCCCC3)c(=O)c2c1
  2, 17, -6, -3, -44, -4, 3, -10, 2
CCc1nc(SCCO)c2oc3ccccc3c2n1
  -2, -13, -2, -4, 20, 0, 2, -27, 2
CCCCN1C(=O)NC(NS(=O)(=O)c2ccc(N)cc2)(C(F)(F)F)C1=O (centres undefined)
  -8, -9, 4, -3, -1, 0, 0, 4[20 µM], -6
Cc1ccc(OCCn2c(=O)oc3ccc(C)cc32)cc1
  -10, -10, 10, -5, 43, -4, 5, -13, -10
COC(=O)Cc1c(C)nc2nc(NCc3c(F)cccc3Cl)[nH]n2c1=O
  1, -16, -12, -13, -13, 1, -2, -22[20 µM], 2
C/C(=N\Nc1nc2ccccc2[nH]1)c1cccs1
  1, -4, -33, -47, 33, 1, 2, -12, 2
CC(C)(C)OC(=O)N1CCC[C@H]1c1nnc(SCc2cccc(Cl)c2)o1
  -9, 2, -4, -5, -63, 1, 2, -5, -5
CC(C)(C)n1nnnc1C(c1cccs1)N1CCN(Cc2ccccc2)CC1 (centres undefined)
  -2, -32, -6, -3, 18, 0, -4, -7[20 µM], -4
Clc1ccc(Cn2nc(-c3ccccc3)nc2-c2ccccc2)cc1
  -7, 25, -2, -7, 8, -3, -4, -14, 2
O=C(CSc1nnc(-c2ccccc2)n1-c1ccc(Cl)cc1)N/N=C/c1ccco1
  -6, -25, 2, -9, -3, -2, -1, -17, 5
O=C(CC1NCCNC1=O)Nc1cc(Cl)cc(Cl)c1 (centres undefined)
  -6, -9, 1, -9, -15, -3, 2, -26, 5
O=C(/C=C/c1ccccc1)NC(=O)c1ccccc1O
  1, -24, -11, -8, -14, 3, -2, -23, 6
O=C(NCc1ccco1)C1CCCCN1S(=O)(=O)c1ccc(F)cc1 (centres undefined)
  -3, -20, 9, -9, -3, -1, -2, -5, -9
CCSc1nc(-c2cccnc2)ccc1C#N
  -7, -4, 20, 8, -46, -1, -4, -16, 6
COc1ccc(-n2cnnc2SC(C)C(=O)Nc2cccc([N+](=O)[O-])c2)cc1 (centres undefined)
  -8, 6, -4, -9, 16, 0, 1, -12, 1
CCC(NS(=O)(=O)c1cn(C)nc1C)c1ccccc1 (centres undefined)
  -2, 15, -5, 0, -24, 1, 3, -20, 2

# A few values from the list:
# CC(=O)Nc1cccc(-c2csc(Nc3ncccn3)n2)c1 – Tb hexokinase: 3
# COc1cc(/C=N/NC(=O)COc2ccc(Cl)cc2)ccc1OS(=O)(=O)c1ccc(C)cc1 – p47phox inh: -1
